PDI inh – blocks human protein disulfide isomerase activity. P07237. PDI insulin aggregation turbidity, A650, 90 min. inhibition, % at 10 µM. hit rate 0.052% among 350,000. AID 588391;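 active means mean inhibition across replicates of 30% or more, whatever share of single replicates reach that level; inconclusive means mean inhibition below 30% while every single replicate reaches 30%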;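 further: absorbance from insulin aggregation driven by PDI reduction with DTT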
Target sequence (P07237 whole entry, looked up): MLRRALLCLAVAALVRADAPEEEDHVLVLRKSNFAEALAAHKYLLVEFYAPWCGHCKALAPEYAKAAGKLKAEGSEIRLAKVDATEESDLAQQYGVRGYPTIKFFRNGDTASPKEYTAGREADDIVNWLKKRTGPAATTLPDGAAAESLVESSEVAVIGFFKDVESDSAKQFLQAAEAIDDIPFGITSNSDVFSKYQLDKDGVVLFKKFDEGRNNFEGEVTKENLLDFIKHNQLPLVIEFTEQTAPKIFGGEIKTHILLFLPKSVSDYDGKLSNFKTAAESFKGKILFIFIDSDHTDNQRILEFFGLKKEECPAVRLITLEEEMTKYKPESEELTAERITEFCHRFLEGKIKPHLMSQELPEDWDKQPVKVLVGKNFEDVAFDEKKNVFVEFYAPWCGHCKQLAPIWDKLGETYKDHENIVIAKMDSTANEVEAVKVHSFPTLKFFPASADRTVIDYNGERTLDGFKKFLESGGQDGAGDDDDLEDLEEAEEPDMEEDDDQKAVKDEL
Shn3 3UTR inh – reduces Shn3 3'UTR luciferase signal in osteoblasts. Clone20 osteoblast Shn3 3'UTR firefly luciferase, 24 h. inhibition, % at 12.5 µM. hit rate 0.52% among 360,000. AID 588674;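 active means mean inhibition of at least 75% with every replicate also reaching 75%; inconclusive means mean inhibition at least 75% but some replicate below; inactive means mean inhibition below 75%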;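 further: 0% = median of neutral control wells and 100% = pilot-screen positive control compound; some compounds past the cut are filed as inactive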
HIF-2a block – inhibitors of HIF-2a; 786-0 RCC cells HIF-2a reporter, luciferase luminescence, overnight; inhibition, % at 18.8 µM; hit rate 0.72% among 360,000;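 active means inhibition of the luminescence signal of 40% or more relative to plate controls, in a single-dose primary screen at 18.75 µM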
CaV13 ICDI inh – Primary screen for inhibitors of IQ motif and Ca2+-dependent inactivation inhibitor domain binding in CACNA1D, Förster resonance energy transfer in living cells, … | HEK cells, CFP/YFP FRET ICDI-IQ, plate reader, 10 min; percent FRET-ratio fall versus neutral wells | inhibition, % at 12.3 µM | hit rate 0.098% among 340,000;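 active means mean replicate inhibition of at least 30% and at least 1% of replicates passing that level; inconclusive means only one of the two criteria is met; inactive means neither criterion is met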;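 further: 0% = median of the neutral control wells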
Vif inh – HIV Vif inhibition | HEK293T cells, Vif self-association by quenched fluorescence, imaging, 24 h | inhibition, % at 7.49 µM | hit rate 0.35% among 340,000 | AID 602346; in the data active means inhibition above about 50%, passing the limit was not always enough; inconclusive means no clear call, values can overlap the other calls; inactive means below about 31%; further: some results filed as inactive read as strong as hits
NR2E3 ag-1 – activates human photoreceptor nuclear receptor NR2E3; GST-NR2E3/biotin-RetCOR TR-FRET, 1536-well; inhibition of corepressor binding, % at 4.78 µM; hit rate 0.12% among 320,000; AID 2300; Q9Y5X4;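 active means percent inhibition above the cutoff of mean plus 3 SD of all tested compounds, set per screening campaign, cut at about 20% in these data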;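 further: 0% = DMSO wells and 100% = biotin wells as full block of FRET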
Target sequence (Q9Y5X4 whole entry, looked up): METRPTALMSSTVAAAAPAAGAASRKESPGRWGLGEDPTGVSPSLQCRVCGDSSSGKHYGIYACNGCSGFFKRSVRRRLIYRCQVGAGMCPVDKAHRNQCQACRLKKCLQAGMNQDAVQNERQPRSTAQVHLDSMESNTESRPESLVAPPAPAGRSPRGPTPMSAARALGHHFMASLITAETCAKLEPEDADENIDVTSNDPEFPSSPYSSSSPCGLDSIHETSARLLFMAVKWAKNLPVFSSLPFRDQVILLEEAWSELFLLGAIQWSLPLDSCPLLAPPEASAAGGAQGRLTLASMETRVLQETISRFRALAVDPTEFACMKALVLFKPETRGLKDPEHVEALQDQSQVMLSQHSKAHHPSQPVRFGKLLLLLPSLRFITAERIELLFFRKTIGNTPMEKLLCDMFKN
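System: GST-tagged NR2E3 plus biotinylated RetCOR corepressor; Amount: 1.35 nM GST-tagged NR2E3 final; Dosing: single nominal compound dose of 4.8 µM; Schedule: 5 h incubation at 4 °C; Technique: TR-FRET with europium anti-GST and streptavidin-D2, 340 nm excitation; Controls: biotin wells as high control, 0.6% DMSO wells as low control.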
CF NFkB inh – inhibitors of cystic fibrosis induced NF-kB. KKLEB NF-kB-GFP reporter, PAF-induced, GFP fluorescence overnight. inhibition, % at 5 µM. hit rate 0.86% among 360,000;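 active means at least 50% inhibition at 5 µM, scaled per plate between neutral and stimulator controls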;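 further: PAF is a Pseudomonas aeruginosa culture filtrate used as stimulus; plate controls were PAF-stimulated DMSO wells for no effect and unstimulated DMSO wells for full effect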
TRPM1 prom inh – inhibitors of MITF-driven TRPM1 promoter in melanoma cells; inhibition, % at 12.5 µM; SK-MEL-5 TRPM1 promoter luciferase, 24 h; hit rate 0.83% among 330,000; AID 488899;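 active means mean inhibition across replicates of 60% or more, whatever share of single replicates reaches that level; inconclusive means some that reach 60%, reason not given; inactive means mean inhibition across replicates below 60%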; further: values of inactives mirror those of a sister screen read the other way
NR2E3 ag-2 – agonists of human NR2E3 nuclear receptor; CHO-S Gal4-NCOR/VP16-NR2E3 two-hybrid, luciferase; AID 602229; hit rate 0.35% among 360,000; inhibition of corepressor binding, % at 3.98 µM; Q9Y5X4;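 active means inhibition above the mean of all tested compounds plus 3 SD, cut at about 70% in these data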;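 further: 0% = DMSO with NR2E3 transfected cells and 100% = cells lacking NR2E3 construct; higher means lower luciferase signal from less NR2E3 corepressor binding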
KKLEB cytotox – CF airway cell cytotoxicity counter-screen; hit rate 0.36% among 360,000; KKLEB CF airway cells viability, ATPlite luminescence, overnight; hits give low values; cells stimulated with P. aeruginosa culture filtrate; activity change (cytotoxicity), % at 5 µM;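 active means corrected activity change at or below -50% at 5 µM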
Peg3 promoter – inhibitors of Peg3 promoter; inhibition, % at 20 µM; hit rate 1.7% among 360,000; AID 588405; HeLa PEG-Prom luciferase reporter, luminescence, overnight;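 active means inhibition of at least 50% at 20 µM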
Starred values were filed as active, the others as inactive; u = inconclusive; x = not tested or not shown.

SMILES	PDI inh	Shn3 3UTR inh	HIF-2a block	CaV13 ICDI inh	Vif inh	NR2E3 ag-1	CF NFkB inh	TRPM1 prom inh	NR2E3 ag-2	KKLEB cytotox	Peg3 promoter
CC1CC(C)(C)CC2(C1)NC(=O)N(CC(=O)NCC(c1ccco1)N1CCCCC1)C2=O (configuration not stated)	2.2	3.5	11.5	-3.8	-3.5	0.5	15.4	0.8	-14.7	-4.8	11.8
COC(=O)[C@H](CCSC)NC(=O)Cn1cc(C)c(=O)[nH]c1=O	0.5	-4.4	2.5	-5.9	-0.2	x	-70.0	3.3	3.8	14.2	4.5
O=C(Nc1cccc(Cl)c1)NC1CC2CCC(C1)N2Cc1cccs1 (configuration not stated)	4.3	19.3	2.9	-6.9	12.1	-0.1	-22.3	-8.9	3.3	-1.9	9.3
CCOC(=O)C(C(=O)OCC)C1CCS(=O)(=O)C1 (configuration not stated)	15.6	-11.5	6.4	-4.4	5.3	3.2	-0.8	1.1	1.4	-3.5	11.1
COc1ccccc1-n1c(SCC(=O)Nc2nnc(C)s2)nc2c(c1=O)SCC2	-2.2	5.5	-0.1	-10.4	11.3	0.8	2.9	8.3	-19.1	-0.3	4.7
NC(=O)/C(=C\c1ccccc1)NC(=O)/C=C/c1ccccc1	-2.9	-0.3	26.8	-3.5	-1.0	0.0	-10.0	10.7	-28.1	17.9	1.4
CC1=C(C(=O)Nc2cccc(C)c2C)C(c2cccs2)NC(=S)N1 (configuration not stated)	-7.8	0.4	17.1	-6.3	-0.2	-0.7	-9.6	-5.0	4.1	7.6	7.0
CCn1c(SCC(=O)N/N=C/c2ccccc2OCC(=O)O)nnc1-c1ccc(C)cc1	-2.2	-26.1	1.0	-4.4	-15.4	-5.4	5.0	-1.6	19.2	3.7	3.1
COc1c(S(=O)(=O)N2CCN(C)CC2)ccc(Cl)c1Cl	7.5	-21.6	16.9	-3.5	-6.8	0.6	4.6	0.3	-21.8	-1.4	17.9
Cc1ccc(CN2CC(N3CCC(Cc4ccccc4)CC3)CS2(=O)=O)cc1 (configuration not stated)	x	1.5	10.1	-5.0	x	x	-9.8	x	-2.0	-0.1	15.9
CCCCCCCCN1[C@@H](CC(=O)OC)c2cc(C(F)(F)F)ccc2S1(=O)=O	-1.2	1.9	13.2	-4.8	-7.7	2.2	7.2	-17.1	8.2	-18.3	9.5
COC(=O)[C@@]12CCCCN1[C@H](c1ccc(-c3cccc(Cl)c3)cc1)[C@H]1C(=O)N(C)C(=O)[C@H]12	7.0	31.7	10.8	-11.9	0.2	3.7	25.9	7.7	-22.2	-14.1	16.4
Nc1cnc(Nc2ccc(Br)cc2)nc1N	-5.2	-34.2	-153.5	-3.9	-8.3	0.6	2.0	-70.1	-52.2	-6.0	-177.5
O=C(Nc1ccc(-c2ccc3nncn3n2)cc1)c1ccc(Br)o1	12.8	4.9	-5.2	-6.8	-0.4	-20.6	-2.4	-11.8	-23.4	13.7	5.3
Cc1cccc(N(C(=O)c2sc(C)nc2C)C(C(=O)NCC2CCCO2)c2ccccc2)c1 (configuration not stated)	4.1	7.6	9.1	-7.1	-4.8	-0.4	-3.5	0.3	-3.8	-3.8	2.4
Cc1ccc(C(=O)COC(=O)COc2ccccc2O)cc1C	-8.8	4.3	-1.9	-2.0	-1.9	x	10.2	3.3	-14.0	-9.4	-1.2
CCN(CC)S(=O)(=O)c1cccc(C(=O)OCC(=O)Nc2ccccc2OC(F)F)c1	1.1	2.6	8.9	x	-1.9	0.2	-3.8	-6.0	-33.1	1.5	4.0
Cc1ccc(-c2nc(CS(=O)CC(=O)NC3CCCC(C)C3C)c(C)o2)cc1 (configuration not stated)	-13.0	-11.5	2.7	-5.5	-1.0	0.0	13.0	5.0	27.5	-1.9	8.4
Fc1ccccc1Cn1nnc2c(NCc3ccccn3)ncnc21	3.7	1.9	12.9	-2.7	-9.1	1.5	-2.4	14.8	-21.9	8.7	7.3
O=C(O)c1cnn2c(C(F)F)cc(C3CC3)nc12	-4.6	-6.8	11.2	x	2.0	-2.5	-7.0	5.1	-11.2	5.1	17.4
Cc1cc(C)n(C(=O)CNC(=O)c2ccc(Cl)cc2Cl)n1	3.3	-11.5	8.1	-4.1	14.1	-0.8	-5.7	7.8	-28.3	4.0	15.7
Cc1ccccc1OCC(=O)N/N=C/c1ccncc1	-0.6	7.0	15.3	-4.5	1.3	0.9	-0.2	-2.6	-19.3	15.8	-3.9
Cc1ccc(C)c(N2CCN(C(=O)c3ccc(N4CCCC4=O)cc3)CC2)c1	x	21.1	14.1	x	-2.2	3.1	9.3	x	11.7	3.6	18.6
Cc1cc(NC(=O)c2cc(Cl)ccc2Cl)no1	-2.6	0.7	-12.0	-8.3	-2.8	2.5	-18.4	-12.5	-10.0	6.6	-17.1
Cc1ccccc1C1NC(=S)NC2=C1C(=O)CCC2 (configuration not stated)	17.5	-0.2	14.2	14.7	1.9	-2.0	-2.6	2.6	-19.6	7.3	5.5

As entered above:
KKLEB cytotox, Cc1cccc(N(C(=O)c2sc(C)nc2C)C(C(=O)NCC2CCCO2)c2ccccc2)c1 (configuration not stated) is entered as -3.8
KKLEB cytotox, Cc1ccccc1OCC(=O)N/N=C/c1ccncc1 is entered as 15.8

The listing continues.
SMILES	PDI inh	Shn3 3UTR inh	HIF-2a block	CaV13 ICDI inh	Vif inh	NR2E3 ag-1	CF NFkB inh	TRPM1 prom inh	NR2E3 ag-2	KKLEB cytotox	Peg3 promoter
Cc1ccc(CC2C(=O)N(c3ncccn3)C(=O)C2C)cc1 (configuration not stated)	-5.3	-34.4	3.6	-7.2	6.8	5.6	-9.9	-5.2	-6.1	-3.1	-1.6
c1ccc2c(c1)OCC(CNCC1COc3ccccc3O1)O2 (configuration not stated)	-2.2	-5.0	1.5	-8.8	1.4	0.1	14.0	5.6	-8.2	-3.5	-2.1
CCC(=O)Nc1ccc(C(=O)Cn2ncc(Cl)c(Cl)c2=O)cc1	-18.0	x	89.7*	-4.3	1.4	2.6	43.9	u	-2.3	-3.9	106.3*
Fc1cccc(Cl)c1CSc1ccc(-c2ccco2)nn1	-5.1	-49.0	-320.5	-0.1	6.8	-1.0	-46.0	-92.1	-94.5	-0.5	-309.6
CC(C)(C)C1=NN(C(=O)c2ccccc2)C(O)(C(C)(C)C)C1 (configuration not stated)	-12.6	-17.6	10.1	-5.1	-1.4	0.8	11.9	-7.5	-33.0	-4.0	14.8
Cc1ccc(-c2nnc(SC(C)C#N)n2N)cc1 (configuration not stated)	-5.2	-17.9	8.8	-4.6	-3.1	1.6	-8.2	-6.5	-11.7	4.2	-0.8
COCCn1c(SCC(=O)N2CCc3ccccc32)nc2c(c1=O)SC(C)C2 (configuration not stated)	x	0.8	9.9	-9.3	-7.3	-0.7	-1.2	6.3	-21.4	-13.5	16.6
CCOC(=O)C[N+]1(C)CCN(C(C)=O)CC1	-1.9	-5.9	1.7	-6.8	15.9	-1.3	0.9	-5.1	-9.9	9.8	9.2
CC(CC1CC(C)(C)OC1=O)C(=O)Nc1nncs1 (configuration not stated)	-4.4	9.0	-0.9	x	12.0	2.7	10.1	8.2	2.4	-7.8	-1.6
Cc1cc(C)n(-c2nc(C)nc3c2cnn3-c2ccccc2)n1	6.9	-46.9	-47.4	-6.5	x	-2.6	0.3	-13.9	-9.8	5.8	-8.9
O=C(CSc1n[nH]c(-c2ccco2)n1)Nc1ccccc1	-4.4	-21.2	-2.4	-5.3	1.5	0.5	-10.6	10.1	-21.6	-14.0	-17.5
COCCNC(=S)NNc1ccccc1[N+](=O)[O-]	4.6	-30.5	-125.7	-5.6	0.4	-2.1	23.8	x	3.6	4.4	-34.7
C=CCN(C(=O)c1csnn1)C(C(=O)NCc1ccc(F)cc1)c1ccccc1F (configuration not stated)	1.0	16.5	17.4	-2.4	4.8	0.4	-6.7	0.2	-19.6	2.5	19.2
CC1CN(c2ccc([N+](=O)[O-])nc2)CC(C)O1 (configuration not stated)	-4.0	20.4	-5.4	-5.7	21.5	1.7	0.5	-6.8	-30.8	6.4	-2.5
CC(=NNC(N)=O)C1=C(O)C(C(C)C)NC1=O (configuration not stated)	1.2	14.5	5.3	-5.6	6.8	x	3.5	-1.7	-12.3	-7.0	-6.3
CCCC(=O)Nc1nnc(-c2ccc3c(c2)OCO3)s1	-6.2	-16.3	-50.0	-2.4	4.4	-1.1	7.5	-45.2	-25.4	0.8	-121.0
Cc1ccccc1S(=O)(=O)NC(=O)C1(C)CCN1C(=O)Cc1cc(F)ccc1F (configuration not stated)	-0.2	-10.6	1.6	-2.6	1.5	x	9.2	x	4.4	0.7	2.0
O=C(NCc1ccccc1)C1CCCN(c2nc3ccsc3c(=O)s2)C1 (configuration not stated)	-0.7	24.0	-0.2	-3.1	1.2	-2.3	0.7	12.2	-17.2	-10.0	13.8
COc1cc2c(OC)cccc2cc1C(=O)O	-1.5	9.6	0.7	-5.3	-2.3	6.0	4.6	9.8	15.9	-11.1	15.0
CCOC(=O)C1CCCN(Cc2nc(C3CC3)no2)C1 (configuration not stated)	3.2	2.2	-4.6	-5.2	x	-0.9	-2.5	6.4	7.0	10.3	1.8
CCNS(=O)(=O)c1ccc(CCC(=O)Nc2ccc3c(c2)OCCO3)cc1	1.7	-0.6	-6.0	-1.0	14.4	0.8	-7.1	-3.1	-13.8	2.4	1.0
CN(C)c1ccc(C2SCCN2C(=O)c2ccc([N+](=O)[O-])cc2)cc1 (configuration not stated)	-11.8	2.3	4.9	-18.1	-0.6	-1.9	-19.1	8.7	-0.2	3.9	-4.1
C=CCSc1cc(C)nc2c(-c3ccc(Cl)cc3)c(C)nn12	-8.7	-5.7	8.8	-7.7	-1.1	3.4	-6.8	-22.0	-14.8	-15.4	4.5
Cn1cc(/C=C(\NC(=O)c2ccccc2Cl)C(=O)N2CCOCC2)c2ccccc21	6.6	-2.1	7.5	-4.4	2.0	-0.3	12.5	10.3	-17.2	6.3	15.2
NC(=O)C1CCN(C(=O)CSCc2ccccc2Cl)CC1	-1.8	-52.6	-35.8	-3.5	6.1	-0.5	-4.8	-14.5	-9.9	9.1	-22.0
COc1cc(F)ccc1-c1csc(C(C)(O)c2ccccc2)n1 (configuration not stated)	0.6	-20.6	-1.1	-10.9	-6.0	x	14.7	x	-0.2	-18.6	15.8
O=c1[nH]ncn2cccc12	7.8	-20.0	14.6	-5.4	-0.8	7.0	-14.7	5.8	-4.9	3.6	17.2
COc1cc(OC)cc(C(=O)OCC(=O)Nc2ccc(N3CCCCC3)cc2)c1	-5.8	-16.9	-24.0	-2.1	2.0	1.5	-1.5	-10.2	-12.2	5.7	1.6
CC(=O)Nc1ccc(S(=O)(=O)NNC(=O)COc2cccc(C)c2)cc1	-5.6	-6.8	16.7	-1.1	22.1	1.1	8.2	-6.8	-5.9	-7.1	8.3
